High-throughput results: PubChem, Southern Research Institute
biotin-GST TR-FRET – biotin-GST/anti-GST TR-FRET signal inhibitors, dose response, artefact control for Vif-APOBEC3G degradation inhibitor project, biochemical (AID 1117362). TR-FRET counter screen, biotin-GST/anti-GST signal. inhibition, % at the top dose, mostly 100 µM; hits show IC50 in µM. actives 2.8% (n = 3,600);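 active means inhibition above 30% at one or more concentrations, seen consistently on every test date; inconclusive means results that disagree between repeat test dates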;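 further: biotinylated GST protein used in place of GST-Vif 1-94 and biotin-A3G peptide; detects fluorescence quenchers or blockers of GST binding to anti-GST antibody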
Starred values were filed as active, the others as inactive; u = inconclusive. Not all compounds are listed; rates above refer to the full screens.

Molecule	biotin-GST TR-FRET
Cc1ccc2cc(CN(Cc3nnnn3Cc3ccco3)CC3CCCO3)c(=O)[nH]c2c1C (stereo not drawn)	-0.5%
C=CCN1C(=O)/C(=C\c2ccco2)C(C(=O)OC)=C1C	-0.2%
Cc1cccc(Cc2nnc(CCC(=O)N(C)C3CCOC3)o2)c1 (stereo not drawn)	-0.3%
CC1CCCCN1CCCNC(=O)C1CCN(c2nc3ccccc3o2)CC1 (stereo not drawn)	0.3%
COC(=O)c1ccccc1-c1c2ccc(=N)cc-2oc2cc(N)ccc12	9.9µM*
O=C(O)/C(=C/c1ccco1)NC(=O)c1ccccc1	2.4%
O=C(CN1C(=O)/C(=C\c2cccs2)SC1=S)Nc1cccc(C(=O)O)c1	2.2%
Cc1ccc(CSC2=Nc3sccc3C3=NC(=O)CN23)cc1	-4.9%
CC(=O)c1ccc(N2C(=NC(=O)C3CCCO3)SC3CS(=O)(=O)CC32)cc1 (stereo not drawn)	4.9%
COc1ccc(OC)c(NC(=O)c2[nH]c(C)c(C(C)=O)c2C)c1	-3.0%
COc1ccc(S(=O)(=O)N2CCCCCC2)cc1C(=O)OCC(=O)NC(N)=O	2.5%
CCN1C(=O)c2ccccc2S(=O)c2ccc(C(=O)NC3CC3)cc21 (stereo not drawn)	5.0%
O=C(NCc1ccco1)C1CCCN(S(=O)(=O)c2cccc3nsnc23)C1 (stereo not drawn)	-4.7%
Cc1cccc(C)c1N1C(=O)C2ON(c3ccccc3)C(c3ccncc3)C2C1=O (stereo not drawn)	2.8%
CCN(CC)S(=O)(=O)c1cccc(C(=O)N/N=C/c2ccc(O)c(O)c2O)c1	2.6%
Cc1ccnc(-n2c(CCN3C(=O)c4ccccc4C3=O)nc3ccccc3c2=O)c1	1.6%
Cc1cc(-c2ccco2)n(-c2ccccc2)n1	4.7%
COc1ccccc1C(=O)Nc1ccc(-c2nnc(SCC(=O)O)n2C)cc1	6.3%
O=C(NCN1C(=O)C2C3C=CC(C3)C2C1=O)OC1CCCCC1 (stereo not drawn)	1.0%
COc1ccc2cc(C3C(C#N)=C(N)OC(C)=C3C(C)=O)c(Cl)nc2c1 (stereo not drawn)	6.1%
O=C(NCCO)c1ccc2nc(-c3ccco3)c(-c3ccco3)nc2c1	25%
COC(=O)Cn1ncn2c(cc3oc(C)cc32)c1=O	-2.0%
COc1ccc(/C=N/c2c(-c3ccco3)nc3ccccn23)cc1OC	u
CCc1cc(C=NC2CCCCC2)c(O)s1	3.5%
Cc1cc(C)c2c(=N)c3ccccc3n(CCCCCCCCn3c4ccccc4c(=N)c4c(C)cc(C)nc43)c2n1	2.4µM*
CCN(Cc1ccccc1)S(=O)(=O)c1ccc(C(=O)Nc2nnc(C3CC3)o2)cc1	3.2%
CCOc1ccc(NC(=O)c2ccccc2NS(C)(=O)=O)cc1	-0.1%
CCCCN(C(=O)c1ccccc1OCc1ccc(F)cc1)c1c(N)n(CC(C)C)c(=O)[nH]c1=O	-0.4%
N#Cc1ccccc1CN1C(=O)S/C(=C/c2cccn2-c2ccc(C(=O)O)cc2)C1=O	2.8%
CCOC(=O)C(C)N1C(=O)S/C(=C\c2ccc(-c3ccccc3C(=O)O)o2)C1=O (stereo not drawn)	-2.9%
COc1ccccc1N1C(=O)CC(Sc2nccc(C)n2)C1=O (stereo not drawn)	1.1%
CC(=O)NS(=O)(=O)c1cccnc1Nc1cccc(Cl)c1	0.7%
C=CCn1c(N2CCCCCC2)nc2c1c(=O)[nH]c(=O)n2C	2.4%
Cc1cc(C)n(CC(=O)NNC(=O)c2ccc(NC(=O)CC#N)cc2)n1	5.7%
COC(=O)c1cccc(NC(=O)NC2CCCN2S(=O)(=O)c2ccc(Cl)cc2)c1 (stereo not drawn)	5.9%
O=C(CCn1c(=S)oc2ccccc21)Nc1ccc2c(c1)OCCO2	1.1%
COC(=O)CCC(=O)OC1(C)C(=O)C=C2C=C3CCCN3C=C2C1=O (stereo not drawn)	10%
COc1ccc(/C=N/NC(=O)CNc2n[nH]c(=O)[nH]c2=O)cc1OC	-0.8%
OC(c1ccc(Cl)cc1)C(O)c1nc2ccccc2[nH]1 (stereo not drawn)	-2.2%
CCOC(=O)COc1nc(-c2ccco2)cc(-c2ccco2)c1C#N	7.3%
COC(=O)c1cc(OC)c(OC)cc1NC(=O)c1ccco1	0.7%
O=C1/C(=C/c2ccco2)Oc2c1ccc(O)c2CN1CCCCC1	4.0%
COC(=O)c1sc(NC(=O)c2ccc(Cn3cc(Cl)cn3)o2)c(C#N)c1C	4.2%
CC(C)(C)n1nc2c(c1NC(=O)c1ccc(Br)o1)CS(=O)C2 (stereo not drawn)	2.8%
CC1=C(C(=O)OC(C)C)C(c2ccc(Br)s2)NC(=O)N1C (stereo not drawn)	6.3%
CCOC(=O)CCC(=O)N1CCNC(=O)C1	-3.8%
CCOC(=O)CN1C(=O)C(Sc2n[nH]c(-c3ccccc3)n2)CCc2ccccc21 (stereo not drawn)	5.6%
COc1ccc(C2CC(=O)N3CN(c4ccc(C)c(Cl)c4)CSC3=C2C#N)cc1 (stereo not drawn)	2.9%
Cc1cc(-c2csc(NC(=O)c3ccc(C#N)cc3)n2)c(C)n1Cc1ccco1	-5.0%
O=C1CC(SC(=S)C2CCCC2=O)C(=O)N1 (stereo not drawn)	-12%

Remaining list, next part.
Molecule	biotin-GST TR-FRET
Cc1ccc(NC(=O)CN(C)C(=O)c2cccc(-n3cccc3)c2)cc1	1.9%
Oc1ccc(N=Cc2ccc(OCc3ccccc3)cc2)cc1	11%
CC(C)Cn1c(=O)[nH]c2ccccc21	3.8%
C=C1C(=O)C2=CC1CCC(=O)C1(C)CCC(OC(C)=O)C(C)(C)C1CC2O (stereo not drawn)	1.8%
Cc1ccc(-n2nc(C)c3c(C)c(CCC(=O)O)c(C)nc32)cc1	-0.2%
Nc1nc2n(n1)C(c1c(F)cccc1Cl)CC(c1ccc(F)cc1)N2 (stereo not drawn)	-2.8%
NC(=O)c1ccc(NC(=O)CSc2nc3ccccc3c(=O)n2CCCN2CCOCC2)cc1	-3.6%
CCN(CC)C(=O)c1sc(NC(=O)c2ccc3c(c2)OCO3)c(C#N)c1C	0.6%
CC1=C(C(=O)OCCOc2ccccc2)C(c2ccc(C)o2)C2=C(CC(C)(C)CC2=O)N1 (stereo not drawn)	-2.5%
COc1cc(OC)cc(C(=O)NNC(=O)c2ccccc2Br)c1	-2.2%
Cc1nc2c3ccccc3n(CC(=O)c3ccc(F)cc3)c(=O)n2n1	-7.1%
O=C(CSc1nnc(-c2ccc(F)cc2)o1)Nc1ccc(S(=O)(=O)N2CCCC2)cc1	2.0%
O=C(NCc1ccc(Cl)cc1)c1ccccc1Oc1ccccc1	2.8%
CCNc1ccc(Br)cc(C(=O)/C=C/c2ccc(Cl)cc2)c1=O	3.8%
CCCN(CCC)CCCNc1ccc2nnc(-c3ccc(F)cc3)n2n1	-0.8%
Cc1ccc(-n2c(SCC(N)=O)nc3c([nH]c4ccccc43)c2=O)cc1	-0.8%
O=C(c1cccnc1NCc1ccc(F)cc1)N1CCOCC1	0.1%
O=C(O)CSc1c2c(nc3cc(C(=O)Nc4cccc(C(F)(F)F)c4)ccc13)CCC2	-3.0%
O=C(NC(=S)Nc1cccc(S(=O)(=O)NC2=NCCC2)c1)c1cc(-c2ccco2)nc2ccccc12	13%
O=C(CC(=O)NN=Cc1ccc2c(c1)CCC2)NN=Cc1ccc2c(c1)CCC2	1.7%
Cc1cccc(C)c1NC(=O)COC(=O)c1cc(-c2cccnc2)nc2ccccc12	-3.3%
CCC(C)(C)C1CCc2c(sc(NC(=O)c3ccoc3C)c2C(N)=O)C1 (stereo not drawn)	-4.0%
O=C(Cn1nc(-c2ccc(Cl)cc2)ccc1=O)NCc1ccc2c(c1)OCO2	-4.9%
CC(=O)OCCCNc1cc(Sc2nc3ccccc3s2)c2nonc2c1[N+](=O)[O-]	0.9%
COC1=C(OC)C(=O)C(Sc2ccc3ccccc3c2)=CC1=O	6.8%

Rewritten with each value named: three of the compounds above.
mol: Cc1nc2c3ccccc3n(CC(=O)c3ccc(F)cc3)c(=O)n2n1
  biotin-GST TR-FRET: -7.1%
mol: O=C(CSc1nnc(-c2ccc(F)cc2)o1)Nc1ccc(S(=O)(=O)N2CCCC2)cc1
  biotin-GST TR-FRET: 2.0%
mol: O=C(NCc1ccc(Cl)cc1)c1ccccc1Oc1ccccc1
  biotin-GST TR-FRET: 2.8%

(more compounds)
| SMILES | biotin-GST TR-FRET |
| --- | --- |
| C=CCn1c(Sc2nc(C)cs2)nc2c1c(=O)[nH]c(=O)n2C | 1.1% |
| COc1ccc(CC(=O)OCn2nnc3ccccc3c2=O)cc1 | 3.4% |
| CCOc1ccc(NC(=S)/C(=C(\[O-])c2ccc(C)c([N+](=O)[O-])c2)[n+]2ccccc2)cc1 | 12% |
| COc1ccc(CNC(=O)CN(CC2CCCO2)C(=O)CNS(=O)(=O)c2ccc(C)cc2)cc1 (stereo not drawn) | 1.9% |
| CCOc1cccc(CNc2ccc(O)cc2)c1OCc1ccc(Cl)cc1 | -0.6% |
| CC(Oc1cccc2cccnc12)C(=O)N/N=C/c1ccc2c(c1)OCO2 (stereo not drawn) | 3.6% |
| CC1=C(C(=O)OCC(Cl)(Cl)Cl)N2C(=O)C(NC(=O)Cc3ccccc3)C2SC1 (stereo not drawn) | -0.8% |
| CN1C(=O)CSc2ccc(NC(=O)NCc3cccnc3)cc21 | 9.9% |
| Cc1ccc2c(c1C)NC(C(=O)O)C1CC=CC21 (stereo not drawn) | 16% |
| O=C(COc1ccc(S(=O)(=O)N2CCCC2)cc1)NCCC1=CCCCC1 | -0.6% |

Reformatted as labelled records: four of the compounds above
COc1ccc(CNC(=O)CN(CC2CCCO2)C(=O)CNS(=O)(=O)c2ccc(C)cc2)cc1 (stereo not drawn)
  biotin-GST TR-FRET: 1.9%

CCOc1cccc(CNc2ccc(O)cc2)c1OCc1ccc(Cl)cc1
  biotin-GST TR-FRET: -0.6%

CC(Oc1cccc2cccnc12)C(=O)N/N=C/c1ccc2c(c1)OCO2 (stereo not drawn)
  biotin-GST TR-FRET: 3.6%

CC1=C(C(=O)OCC(Cl)(Cl)Cl)N2C(=O)C(NC(=O)Cc3ccccc3)C2SC1 (stereo not drawn)
  biotin-GST TR-FRET: -0.8%

The listing continues:
| SMILES | biotin-GST TR-FRET |
| --- | --- |
| S=C(Nc1ccc2c(c1)OCCO2)Nc1ccc2c(c1)OCO2 | 3.8% |
| Cc1cc(-n2c(C)cc(C(=O)COC(=O)CN=C3NS(=O)(=O)c4ccccc43)c2C)no1 | 3.1% |
| COc1cccc(-n2c(Cc3cc(=O)[nH]c(=O)[nH]3)nnc2SCC(=O)NC2CCCC2)c1 | -2.0% |
| COc1cc(C)c(C2NC(=O)c3ccccc3N2)cc1C (stereo not drawn) | -2.8% |
| CCC1=NN2C(=N)/C(=C\c3cccn3-c3cccc(Cl)c3)C(=O)N=C2S1 | 1.9% |
| COc1ccccc1N1CCN(CC(O)COCCOc2ccc(Br)cc2)CC1 (stereo not drawn) | 9.0% |
| CCCNC(=O)COC(=O)c1ccccc1OCc1ccc(Cl)cc1 | 7.3% |
| COc1cccc(-c2nc(-c3cccs3)no2)c1 | -5.9% |
| O=C(OC(C(=O)NCc1cccs1)c1ccccc1Cl)c1ccco1 (stereo not drawn) | 3.8% |
| Cc1sc2ncnc(OCC(=O)NCC3CCCO3)c2c1C (stereo not drawn) | 1.4% |
| O=[N+]([O-])c1ccc(Sc2nc3ccccc3o2)c([N+](=O)[O-])c1 | 16% |
| O=C(Oc1cccnc1)c1ccc(Cl)cc1 | 5.4% |
| Cc1ccc(OCCC(=O)OCC(=O)c2ccc3c(c2)NC(=O)CO3)cc1 | -34% |
| Cc1ccc(N(CN2C(=O)C3CC=CCC3C2=O)C(=O)c2ccco2)cc1Cl (stereo not drawn) | -5.3% |
| CC(=O)N1CCc2cc(S(=O)(=O)NCCC(=O)Nc3cccc(C)c3C)ccc21 | 0.1% |
| CCOc1cc(S(=O)(=O)N(CC)CC)c(OCC)cc1-n1cnnn1 | 5.2% |
| CCC(c1nnnn1Cc1ccco1)N(Cc1ccccc1OC)Cc1cc2cc(C)ccc2[nH]c1=O (stereo not drawn) | -4.6% |
| O=C(CCC(=O)OCC(=O)c1ccc(F)cc1)NC1CCCCC1 | 2.3% |
| CC(C)c1ccccc1N1CC(C(=O)O)CC1=O (stereo not drawn) | 2.0% |
| CCCSC1=N/C(=C\c2ccc([N+](=O)[O-])o2)C(=O)S1 | -5.2% |

Quoted at random: three compounds from above, in no set order.
| SMILES | biotin-GST TR-FRET |
| --- | --- |
| O=C(NCN1C(=O)C2C3C=CC(C3)C2C1=O)OC1CCCCC1 (stereo not drawn) | 1.0% |
| COc1cccc(-c2nc(-c3cccs3)no2)c1 | -5.9% |
| COc1ccccc1C(=O)Nc1ccc(-c2nnc(SCC(=O)O)n2C)cc1 | 6.3% |

Other compounds follow:
| SMILES | biotin-GST TR-FRET |
| --- | --- |
| NC(=S)N=Nc1c(O)cc(O)c2[nH]c(=O)ccc12 | 1.9% |
| O=C(c1cnn2c(C(F)F)cc(C3CC3)nc12)N1CCc2ccccc2C1 | 2.2% |
| CC(=O)Nc1ccc(/C=N/Nc2ccc(C(=O)c3c(C)cc4ccccn34)cc2[N+](=O)[O-])cc1 | 1.6% |
| O=C(CCCN1C(=O)/C(=C\c2ccco2)SC1=S)Nc1cccc2ccccc12 | 1.1% |
| Cc1ccc(C=C2C(Cl)=C(Cl)C(Cl)=C2Cl)cc1 | 13% |
| O=C(Nc1ccc2oc(=O)ccc2c1)c1ccc(-c2ccc(Cl)cc2)o1 | -18% |
| CC(C)Cc1cc(C(=O)Nc2cccc(O)c2)no1 | 1.7% |
| Cc1nn(-c2ccc(Cl)cc2)c2[nH]c(=O)c(CNCc3ccc4c(c3)OCO4)cc12 | -1.2% |
| COc1ccc(-n2c(Cc3cccn3C)nnc2SCC(N)=O)cc1 | 7.7% |
| Cc1ccc(SCCN2C(=O)NC(C)(C)C2=O)cc1 | 1.9% |
| CCCCc1nccn1CCn1ccnc1CCCC | 0.8% |
